KDM4E inh: qHTS Assay for Inhibitors of Human Jumonji Domain Containing 2E (JMJD2E). Lysine-specific demethylase 4E (Homo sapiens), B2RXH2. JMJD2E catalytic domain, FDH-coupled NADH fluorescence (FDH is formaldehyde dehydrogenase). Potency, µM (doses to about 57.1 µM), without a hit: at the top dose activity change, negative = inhibition, hits mostly inhibitors. 230,000 compounds, 1.6% hits. AID 2147, 2009; active = well fitted inhibition curve with a large enough effect, not every such curve was filed as active; inconclusive = small, poorly fitted or top-dose-only effect, or another doubt; inactive = no such curve, though single readings can be large or run the other way;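 also: 0% = wells with enzyme and -100% = buffer wells without enzyme; nearly all actives have a fitted effect of over 50% in size; many of its hits are not listed in these tables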
Target sequence (B2RXH2 1-337 limits assumed): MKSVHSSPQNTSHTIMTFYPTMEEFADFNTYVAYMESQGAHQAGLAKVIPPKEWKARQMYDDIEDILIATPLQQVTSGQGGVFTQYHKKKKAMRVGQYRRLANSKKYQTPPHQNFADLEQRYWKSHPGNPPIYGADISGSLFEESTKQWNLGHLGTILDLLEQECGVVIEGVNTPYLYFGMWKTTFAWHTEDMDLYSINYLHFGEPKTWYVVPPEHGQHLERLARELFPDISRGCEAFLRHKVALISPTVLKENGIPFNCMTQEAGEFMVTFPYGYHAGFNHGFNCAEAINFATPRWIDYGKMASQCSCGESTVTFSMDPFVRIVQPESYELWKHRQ
HTT cytoprotect: qHTS Multiplex Assay to Identify Dual Action Probes in a Cell Model of Huntington: Cytoprotection (ATP). Potency, µM (titrated, usually from 56.4 µM), for the others: cytoprotection (ATP increase), most hits filed as activators. PC12 HTT-Q103 induced, cytoprotection, ATP luminescence, 40 h. 230,000 compounds, 0.14% hits;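 also: % of control where 0% means no effect; nearly all actives have a fitted effect of over 45% in size; toxic huntingtin expression switched on by the ecdysone agonist tebufenozide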
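Readout: ATPlite luminescence (ATP level). Model: stable PC12, inducible Htt exon1 Q103-GFP. Inducer: tebufenozide, 100 nM final. Compounds: dose series. No G418 in medium.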
HttQ103 aggreg: qHTS Multiplex Assay to Identify Dual Action Probes in a Cell Model of Huntington: Aggregate Formation (GFP) | PC12 HttQ103-GFP aggregates, Acumen cytometry, 40 h | Potency, µM (highest dose often 46.1 µM), for the others: at the top dose activity change, negative = inhibition, actives largely listed as inhibitors | 220,000 compounds, 1.1% hits; also: % is scaled to controls: 0 for no effect and ±100 for the full control effect; nearly all actives have a fitted effect of over 60% in size
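Aggregate formation scored by laser-scanning cytometer (488 excitation, 500–530 emission) in lysed PC12 cells expressing Q103-GFP after 100 nM tebufenozide induction; library tested in dose series, with ATPLite reagent added in the multiplex.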
Tau fluor cs: Counterscreen qHTS for Inhibitors of Tau Fibril Formation, Fluorescence Polarization | tau K18 P301L Alexa594 fluorescence, heparin fibrillization | Potency, µM (highest dose often 57.7 µM), without a hit: at the highest dose activity change, negative = decrease | 280,000 compounds, 0.93% hits | AID 1463, 2008; also: % is scaled to controls: 0 for no effect and ±100 for the full control effect; nearly all actives have a fitted effect of over 55% in size
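Human tau K18 P301L (15 uM unlabeled, 0.24 uM Alexa 594-labeled) in 100 mM sodium acetate pH 7 with 20 uM heparin, 6 hr at 37 C. ThT 30 uM added, 1 hr ambient; Alexa 594 FP and total fluorescence read at 555/632 nm.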
SMN2 splice enh: qHTS Assay for Enhancers of SMN2 Splice Variant Expression. HEK293 SMN2-luciferase splicing reporter, luminescence, 30-36 h. Potency, µM (doses to about 46.1 µM), without a hit: top-dose activity change, positive = activation, actives largely listed as activators. 210,000 compounds, 2.8% hits; also: % of control where 0% means no effect; nearly all actives have a fitted effect of over 55% in size
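HEK293 cells carry an SMN2 minigene-luciferase reporter in which exon 7 inclusion puts luciferase in frame. Cells were seeded at 2000 cells/well, attached for 10-12 hours, then exposed to compounds for 30-36 hours at 37C before ONE-Glo luminescence.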
ALDH1A1 inh: qHTS Assay for Inhibitors of Aldehyde Dehydrogenase 1 (ALDH1A1). Purified ALDH1A1, NADH fluorescence, propionaldehyde substrate. Potency, µM (titrated, usually from 75.3 µM), inactives show top-dose activity, negative = inhibition, actives largely listed as inhibitors. 220,000 compounds, 7.3% hits; active = well fitted inhibition curve with a large enough effect, not every such curve was filed as active; inconclusive = small, poorly fitted or top-dose-only effect, or another doubt; inactive = no such curve, though single readings can be large or run the other way;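 also: plate controls were no enzyme wells and a reference inhibitor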
Target sequence (P00352 whole entry, looked up): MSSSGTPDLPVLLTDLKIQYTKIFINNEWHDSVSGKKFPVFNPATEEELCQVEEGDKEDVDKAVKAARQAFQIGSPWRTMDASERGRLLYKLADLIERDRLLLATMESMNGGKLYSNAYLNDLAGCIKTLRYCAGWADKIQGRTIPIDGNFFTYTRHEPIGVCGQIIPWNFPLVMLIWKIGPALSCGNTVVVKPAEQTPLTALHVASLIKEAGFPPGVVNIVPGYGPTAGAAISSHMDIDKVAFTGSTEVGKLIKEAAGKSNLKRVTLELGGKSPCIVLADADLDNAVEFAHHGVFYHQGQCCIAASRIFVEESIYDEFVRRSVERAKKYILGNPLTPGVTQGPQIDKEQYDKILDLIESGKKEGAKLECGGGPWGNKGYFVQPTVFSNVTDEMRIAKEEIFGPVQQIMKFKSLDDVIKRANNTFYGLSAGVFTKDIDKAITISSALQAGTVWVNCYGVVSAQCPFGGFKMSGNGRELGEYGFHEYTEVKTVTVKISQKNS
Tau fibril FP: qHTS for Inhibitors of Tau Fibril Formation, Fluorescence Polarization | Potency, µM (highest dose often 57.7 µM), without a hit: at the top dose activity, negative = inhibition, usual class: inhibitors | Microtubule-associated protein tau (Homo sapiens), P10636 | K18 P301L tau heparin fibrillization, Alexa594 FP, 6 h | 280,000 compounds, 0.39% hits; also: % is scaled to controls: 0 for no effect and ±100 for the full control effect; nearly all actives have a fitted effect of over 55% in size
Target sequence (P10636 561-689 P618L limits assumed): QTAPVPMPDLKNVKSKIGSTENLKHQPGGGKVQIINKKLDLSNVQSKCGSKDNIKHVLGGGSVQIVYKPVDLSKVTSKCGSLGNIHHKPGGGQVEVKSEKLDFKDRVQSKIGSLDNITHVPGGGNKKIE
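Compound effects on tau fibrillization are measured by Alexa 594 fluorescence polarization (ex 555, em 632 nm). K18 P301L tau is used at 15 uM with 0.24 uM labeled tracer, and 20 uM heparin induces aggregation over 6 hr at 37 C.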
Tau fibril ThT: qHTS for Inhibitors of Tau Fibril Formation, Thioflavin T Binding; 270,000 compounds, 2.1% hits; Potency, µM (top dose mostly 57.4 µM), inactives show at the top dose activity, negative = inhibition, usual class: inhibitors; recombinant tau K18 P301L, heparin-induced fibrillization, ThT fluorescence; Microtubule-associated protein tau (Homo sapiens), P10636; AID 1460, 2008; also: % is scaled to controls: 0 for no effect and ±100 for the full control effect; nearly all actives have a fitted effect of over 55% in size
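ThT emission at 510 nm, taken 1 hr after adding 30 uM dye, quantifies aggregates formed when 20 uM heparin acts on human tau K18 P301L for 6 hr at 37 C.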
Active calls of the source: *; ? = inconclusive; nt = not tested or not shown; [ ] = another dose, or the depositor's remark. Unless noted, calls follow the shape of the dose curve; as a rule, active = well fitted curve in the direction sought with a large enough effect; inconclusive = small, poorly fitted or top-dose-only effect, or another doubt; inactive = no such curve, though single readings can be large; an effect the other way counts as inactive or inconclusive. Potency is read from the fitted curve at half-maximal effect.

SMILES	KDM4E inh	HTT cytoprotect	HttQ103 aggreg	Tau fluor cs	SMN2 splice enh	ALDH1A1 inh	Tau fibril FP	Tau fibril ThT
COc1ccc(Cc2n[nH]c(=S)n2C)cc1Br	5%	-39%[10 µM]	3%[9.22 µM]	6%[2.34 µM]	nt	-8%	2%[2.34 µM]	6%
O=C(NC(=S)N1CCN(c2ccc([N+](=O)[O-])cc2Cl)CC1)c1ccco1	-9%	-14%[10 µM]	-4%	-13%	-10%	?	-5%	-16%
CC1(C)C2CCC1(CS(=O)(=O)Nc1ccccc1)C(=O)C2 (stereo unspecified)	7%	nt	4%	0%	12%	11%	-2%	2%
O=C(O)CCCCCNc1ccc2nsnc2c1[N+](=O)[O-]	-2%	-11%[1.9 µM]	-22%	-1%	2%	-5%	-1%	6%
CC(C)Sc1nc2c(c(=O)n1-c1ccc(F)cc1)SCC2	3%	-7%	-10%	0%	-5%	?	0%	-9%
O=C(CSc1ccc(Br)cc1)N1CCN(C(=O)c2ccco2)CC1	5%	-42%[inhibitor]	-2%	2%	-7%	-6%	4%	-2%
O=C(Nc1ccc2c(c1)OCO2)c1ccccc1SCC(=O)N1CCCC1	-3%	-5%[10 µM]	?	-4%	-14%	1.3µM*	-6%	-2%
N=c1n(CCO)c2ccccc2n1Cc1ccccc1F	nt	nt	nt	-3%	-14%	nt	-4%	-2%
COc1ccc(C2C(=O)c3ccccc3C2=O)cc1OC	-3%	-33%[inhibitor]	7%	-8%	nt	-3%	0%	-13%
Cc1ccc(Cn2c(=O)c3ccccc3n3nc(C)cc23)cc1	?	-33%[inhibitor]	28%	-3%	nt	?	0%	-2%
COCCSc1nnc(NC(=O)Cc2cccs2)s1	6%	13%[1.9 µM]	4%	-7%	-4%	1%	-7%	3%
O=C(COC(=O)C1CC1)Nc1ncc(C(F)(F)F)cc1Cl	-3%	?	-5%	-8%	29%	9%	11%	-13%

ALDH1A1 inh: entries above that show a hit
molecule | KDM4E inh | HttQ103 aggreg | ALDH1A1 inh | Tau fibril FP | Tau fibril ThT
O=C(Nc1ccc2c(c1)OCO2)c1ccccc1SCC(=O)N1CCCC1 | -3% | ? | 1.3µM* | -6% | -2%

Gathered by group, the compounds so far containing two or more sulfur atoms.
SMILES	KDM4E inh	HTT cytoprotect	HttQ103 aggreg	Tau fluor cs	SMN2 splice enh	ALDH1A1 inh	Tau fibril FP	Tau fibril ThT
CC(C)Sc1nc2c(c(=O)n1-c1ccc(F)cc1)SCC2	3%	-7%	-10%	0%	-5%	?	0%	-9%
COCCSc1nnc(NC(=O)Cc2cccs2)s1	6%	13%[1.9 µM]	4%	-7%	-4%	1%	-7%	3%

Compound profiles (already shown).
N=c1n(CCO)c2ccccc2n1Cc1ccccc1F across the screens: KDM4E inh = nt; HTT cytoprotect = nt; HttQ103 aggreg = nt; Tau fluor cs = -3%; SMN2 splice enh = -14%; ALDH1A1 inh = nt; Tau fibril FP = -4%; Tau fibril ThT = -2%
COc1ccc(C2C(=O)c3ccccc3C2=O)cc1OC across the screens: KDM4E inh = -3%; HTT cytoprotect = -33%[inhibitor]; HttQ103 aggreg = 7%; Tau fluor cs = -8%; SMN2 splice enh = nt; ALDH1A1 inh = -3%; Tau fibril FP = 0%; Tau fibril ThT = -13%

Back to the main list, starting four compounds before the break.
SMILES	KDM4E inh	HTT cytoprotect	HttQ103 aggreg	Tau fluor cs	SMN2 splice enh	ALDH1A1 inh	Tau fibril FP	Tau fibril ThT
COc1ccc(C2C(=O)c3ccccc3C2=O)cc1OC	-3%	-33%[inhibitor]	7%	-8%	nt	-3%	0%	-13%
Cc1ccc(Cn2c(=O)c3ccccc3n3nc(C)cc23)cc1	?	-33%[inhibitor]	28%	-3%	nt	?	0%	-2%
COCCSc1nnc(NC(=O)Cc2cccs2)s1	6%	13%[1.9 µM]	4%	-7%	-4%	1%	-7%	3%
O=C(COC(=O)C1CC1)Nc1ncc(C(F)(F)F)cc1Cl	-3%	?	-5%	-8%	29%	9%	11%	-13%
CC(C)Cn1c(=O)c(-[n+]2ccccc2)c([O-])c2ccccc21	?	26%	-2%	-1%	-17%	2.8µM*	-2%	0%
CCC(CC)C(=O)OCC(=O)NC12CC3CC(CC(C3)C1)C2	1%	-13%	-3%	-6%	-4%	?	9%	-8%
O=[N+]([O-])C1=CC=C2C(=NC3(CCCCC3)N2O)C1=NC1CCCCC1	2%	-40%[inhibitor]	6%	-24%	-6%	?	-6%	?
COc1ccccc1CNC(=O)c1cnccn1	-4%	-21%	-12%	-10%	-14%	-1%	-3%	-19%
CCCCc1ccc(-c2nc(N)n[nH]2)cc1	-7%	-30%	5%	-16%	6.3µM*	9%	-10%	-4%
O=C(CCN1C(=O)C2CCCCC2C1=O)Nc1nc(-c2ccccc2)cs1 (stereo unspecified)	9%	6%[10 µM]	11%[9.22 µM]	-9%	nt	5%	-9%	4%
CCc1ccc(/C(C)=N\Nc2ccc([N+](=O)[O-])cc2)cc1	-14%	-30%	8%	?	7%	-3%	-4%	3.5µM*
O=C(CSc1n[nH]c(=O)[nH]c1=O)c1ccc([N+](=O)[O-])cc1	3%	15%[10 µM]	-1%[9.22 µM]	7%	nt	nt	6%	nt
CCN(CC)c1ccc(CNc2nc3ccccc3n2C(C)C)cc1	-1%	20%[10 µM]	11%[9.22 µM]	-11%	nt	nt	12%	-3%
CC(C)(C)NC(=O)C(c1ccncc1)N(C(=O)c1csnn1)c1ccccc1 (stereo unspecified)	-2%	27%[10 µM]	-13%	-11%	-3%	5%	4%	-18%
Cc1cc(C)nc(-n2ncc3c2CCCC3=O)n1	-9%	25µM*	?	-2%	8%	0%	-4%	-4%
Cc1nc(NC2CCCCC2)c2nc(-c3ccccc3)n(CCCN3CCCCC3C)c2n1 (stereo unspecified)	?	-57%[inhibitor]	nt	-9%	-24%	?	4%	-2%
C/C(=N\NS(=O)(=O)c1ccccc1)c1cc(Cl)cc(Cl)c1O	3%	-2%[10 µM]	-12%	-13%	-37%[inhibitor]	?	9%	-15%
CCOc1cc(CNc2ccc3c(c2)CCC3)ccc1OC	?	11%	7%[9.22 µM]	-11%	-12%	20µM*	3%	?
COc1ccc(OC)c(C(=O)c2c(N)c(-c3nc(-c4ccc(C)c(C)c4)cs3)c3ccccn23)c1	nt	nt	nt	?	7%	nt	9%	?
O=C(CCn1c(=S)[nH]c2ccccc2c1=O)NCCCN1CCOCC1	-1%	-15%	-2%	-4%	2%	9%	-5%	-4%
COc1ccc(C(=O)Oc2ccc3c(c2)OCO3)cc1OC	1%	-3%	17%[9.22 µM]	-2%	4%	3%	3%	-9%
O=C(Nc1ccc(O)c(-c2nc3ccccc3o2)c1)c1cccs1	nt	nt	nt	?	7%	nt	-13%	-4%
Cn1c(=O)c2c(-c3ccc(C(C)(C)C)cc3)n(CC3CCCO3)cc2n(C)c1=O (stereo unspecified)	4%	-32%	0%	-1%	-7%	?	-1%	-3%
O=C(N/N=C/C(Br)=C/c1ccccc1)C1CC1	0%	-7%	-6%	-13%	nt	5%	-9%	?
O=C(N1CCOCC1)C(F)(F)C(F)(F)C(F)(F)C(F)(F)C(=O)N1CCOCC1	-6%	-7%	4%	-1%	-12%	6%	9%	-2%
O=C(CCCNc1ccccc1)N/N=C/c1cccs1	-4%	3%[10 µM]	9%[9.22 µM]	12%	nt	-3%	-3%[2.34 µM]	7%
COC(=O)c1ccc(-c2nc(O)c(C)s2)cc1	?	-23%	12%[9.22 µM]	-6%	3%	20µM*	?	13µM*
COc1cc(/C=N/NC(=O)COc2ccccc2[N+](=O)[O-])ccc1OC(=O)c1ccco1	-3%	-2%[10 µM]	2%	-30%	2%	?	10%	?
Cc1ccc(-n2c(=O)[nH]cc(C(=O)Nc3ccc4c(c3)OCCO4)c2=O)cc1	-4%	-7%	24%	-5%	-5%	-2%	0%	-5%
CCO[C@H]1OC(C(=O)NC2CC2)=C[C@@H](c2ccccc2)[C@@H]1CCCO	6%	-6%[10 µM]	29%[9.22 µM]	1%	nt	nt	3%	0%
O=C(COc1ncnc2ccccc12)Nc1cc([N+](=O)[O-])ccc1Cl	-4%	nt	-10%	-10%	21%	0%	-3%	10%
O=C1SC(SCc2ccccc2)=N/C1=C\c1ccc(C(=O)O)cc1	?	-10%[10 µM]	-4%[9.22 µM]	-21%	nt	?	-5%	?
O=C(Nc1cccc(F)c1)c1cccnc1NCCc1ccccc1	?	12%[10 µM]	-9%	?	3%	-3%	18µM*	1%
COc1cc(-c2ccc(NC(C)=O)c(OC)c2)ccc1NC(C)=O	6%	-5%[10 µM]	8%[9.22 µM]	-12%	nt	nt	-1%	-10%
Cc1ccccc1/C=C/c1nc2ccccc2c(=O)[nH]1	?	-30%[10 µM]	0%[9.22 µM]	-17%	nt	?	-3%	?
Cc1cccc(-c2n[nH]c(=S)n2C)c1	-13%	-24%	3%	6%	-4%	13%	1%	1%
COCCOC(=O)c1nccnc1C(=O)Nc1ccc(S(=O)(=O)N2CCOCC2)cc1	-4%	-1%[10 µM]	-23%[9.22 µM]	0%	nt	nt	3%	nt
COCCn1nnnc1C(c1cc2ccc(OC)cc2[nH]c1=O)N1CCN(C2CCCCC2)CC1 (stereo unspecified)	?	16%[10 µM]	21%[9.22 µM]	3%	?	?	2%	15%
CCC(C)C(=O)Nc1nc2ccc(S(C)(=O)=O)cc2s1 (stereo unspecified)	-8%	-36%[inhibitor]	-17%	-2%	6%	?	-11%	-6%
CCOc1ccc(NC(=O)c2oc3ccccc3c2NC(=O)Cc2ccc(OC)c(OC)c2)cc1	nt	nt	nt	?	14%	nt	-5%	-12%
CCCNC(=O)CN(Cc1ccccc1F)S(=O)(=O)c1ccc(C)cc1	11%	5%	-21%	-13%	?	-8%	-2%	-8%
O=C(CCC(=O)Nc1ccccc1)NNC(=O)COc1ccccc1	7%	13%[10 µM]	4%	2%	-2%	13%	-3%	-7%

High-throughput results: PubChem, National Center for Advancing Translational Sciences (NCATS)

Not all compounds are listed; count on the stated rates, not on these rows.
